Screening data deposited in PubChem BioAssay by several laboratories.
Vif imaging – inhibitors of HIV Vif. HEK293T cells, Vif self-association by quenched fluorescence, imaging, 24 h. inhibition, % at 7.49 µM. 340,000 tested, 0.35% active; in the data active = inhibition above about 50%, passing the limit was not always enough; inconclusive = no clear call, values can overlap the other calls; inactive = below about 31%; also: some results filed as inactive read as strong as hits
NR2E3 ag-1 – activates human NR2E3 receptor. CHO-S Gal4-NCOR/VP16-NR2E3 two-hybrid, luciferase. inhibition of corepressor binding, % at 3.98 µM. AID 602229. Q9Y5X4. 360,000 tested, 0.35% active;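 active = inhibition above the mean of all tested compounds plus 3 SD, cut at about 70% in these data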;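 also: 0% = DMSO with NR2E3 transfected cells and 100% = cells lacking NR2E3 construct; higher means lower luciferase signal from less NR2E3 corepressor binding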
Target sequence (Q9Y5X4 whole entry, looked up, the tested form may be a part): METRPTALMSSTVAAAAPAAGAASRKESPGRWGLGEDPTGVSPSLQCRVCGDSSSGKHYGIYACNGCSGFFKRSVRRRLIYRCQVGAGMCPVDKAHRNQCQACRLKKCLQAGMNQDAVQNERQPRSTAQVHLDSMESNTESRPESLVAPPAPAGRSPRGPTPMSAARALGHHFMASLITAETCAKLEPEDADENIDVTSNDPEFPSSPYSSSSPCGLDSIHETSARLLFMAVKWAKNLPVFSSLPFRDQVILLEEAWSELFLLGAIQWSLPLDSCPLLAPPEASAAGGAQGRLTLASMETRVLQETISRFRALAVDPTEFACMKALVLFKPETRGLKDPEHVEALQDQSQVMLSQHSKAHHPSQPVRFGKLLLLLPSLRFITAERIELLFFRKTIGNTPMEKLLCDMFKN
HIF-2a block – inhibitors of HIF-2a; 786-0 RCC cells HIF-2a reporter, luciferase luminescence, overnight; inhibition, % at 18.8 µM; 360,000 tested, 0.72% active;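 active = inhibition of the luminescence signal of 40% or more relative to plate controls, in a single-dose primary screen at 18.75 µM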
PDI turbidity – PDI (human) enzyme inhibition. P07237. PDI insulin aggregation turbidity, A650, 90 min. inhibition, % at 10 µM. 350,000 tested, 0.052% active;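 active = mean inhibition across replicates of 30% or more, whatever share of single replicates reach that level; inconclusive = mean inhibition below 30% while every single replicate reaches 30%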;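 also: absorbance from insulin aggregation driven by PDI reduction with DTT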
Target sequence (P07237 whole entry, looked up): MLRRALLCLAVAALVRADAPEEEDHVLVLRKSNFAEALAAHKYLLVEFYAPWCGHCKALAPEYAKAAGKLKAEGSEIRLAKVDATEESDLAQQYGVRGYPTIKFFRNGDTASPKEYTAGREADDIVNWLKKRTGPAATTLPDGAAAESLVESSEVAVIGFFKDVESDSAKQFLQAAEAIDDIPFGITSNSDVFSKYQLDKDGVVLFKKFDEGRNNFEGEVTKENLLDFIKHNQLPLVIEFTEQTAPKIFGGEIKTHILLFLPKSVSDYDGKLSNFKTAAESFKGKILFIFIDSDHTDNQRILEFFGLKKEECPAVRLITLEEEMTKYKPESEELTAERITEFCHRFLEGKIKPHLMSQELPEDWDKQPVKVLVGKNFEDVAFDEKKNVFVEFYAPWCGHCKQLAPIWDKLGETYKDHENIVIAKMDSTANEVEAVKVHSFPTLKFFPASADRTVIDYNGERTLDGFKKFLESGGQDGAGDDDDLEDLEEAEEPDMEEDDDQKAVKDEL
aDG glyco up – alpha-DG glycosylation activation; Pro5-aDG cells, alpha-DG glycosylation AlphaScreen (IIH6); 0% Pro5, 100% B10-LARGE cell signal; activation, % at 10 µM; 360,000 tested, 0.22% active; AID 624168;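 active = activation of at least 8% versus controls, or a plate z-score of at least 8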;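 also: Pro5 are CHO cells carrying HIG-tagged alpha-DG that lacks glycosylation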
CaV13 ICDI inh – Disruptors of the CACNA1D IQ motif to Ca2+-dependent inactivation inhibitor domain association, primary screening, Förster resonance energy transfer in intact living … | AID 743397 | inhibition, % at 12.3 µM | HEK cells, CFP/YFP FRET ICDI-IQ, plate reader, 10 min; percent FRET-ratio fall versus neutral wells | 340,000 tested, 0.098% active;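 active = mean replicate inhibition of at least 30% and at least 1% of replicates passing that level; inconclusive = only one of the two criteria is met; inactive = neither criterion is met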;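 also: 0% = median of the neutral control wells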
Peg3 promoter – reduces Peg3 promoter-driven luciferase expression in HeLa; inhibition, % at 20 µM; HeLa PEG-Prom luciferase reporter, luminescence, overnight; AID 588405; 360,000 tested, 1.7% active;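 active = inhibition of at least 50% at 20 µM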
NR2E3 ag-2 – activates human photoreceptor nuclear receptor NR2E3 | inhibition of corepressor binding, % at 4.78 µM | GST-NR2E3/biotin-RetCOR TR-FRET, 1536-well | AID 2300 | Q9Y5X4 | 320,000 tested, 0.12% active;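 active = percent inhibition above the cutoff of mean plus 3 SD of all tested compounds, set per screening campaign, cut at about 20% in these data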;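 also: 0% = DMSO wells and 100% = biotin wells as full block of FRET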
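Format: 1536-well format; test system: GST-NR2E3 and biotin-RetCOR proteins; read-out basis: percent inhibition of TR-FRET ratio; timing: 5 h incubation at 4 °C; detection: time-resolved FRET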
TRPM1 prom inh – inhibitors of MITF-driven TRPM1 promoter in melanoma cells; SK-MEL-5 TRPM1 promoter luciferase, 24 h; inhibition, % at 12.5 µM; 330,000 tested, 0.83% active; AID 488899;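 active = mean inhibition across replicates of 60% or more, whatever share of single replicates reaches that level; inconclusive = some that reach 60%, reason not given; inactive = mean inhibition across replicates below 60%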; also: values of inactives mirror those of a sister screen read the other way
Exocytosis inh – blocks lytic granule exocytosis; TALL-104 LAMP-1 surface exposure, flow cytometry; cells stimulated with thapsigargin and PMA; inhibition, % at 10 µM; 360,000 tested, 0.66% active;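 active = inhibition above about 55%, limit read from the data; inconclusive = no clear call, values can overlap the other calls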
hiPSC survival – increases survival of single human iPS cells; AID 602274; 360,000 tested, 0.044% active; hiPSC single-cell survival, ATPlite luminescence; 100% = ROCK inhibitor wells, 0% = DMSO; survival enhancement, % at 20 µM; in the data active = survival enhancement above about 18%;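 also: cells exposed to compounds for 16 hours before the ATP read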
Numbers without * were called inactive; ? = inconclusive; · = not tested or not shown.

nr	Structure	hiPSC survival	HIF-2a block	PDI turbidity	Peg3 promoter	aDG glyco up	CaV13 ICDI inh	Vif imaging	NR2E3 ag-2	NR2E3 ag-1	Exocytosis inh	TRPM1 prom inh
1	CC(C)C(=O)Nc1cc(-c2nc3ncccc3o2)ccc1Cl	-0.8	-14	2	8	0.0	1	5	-1	4	3	-2
2	CCc1ccccc1Oc1nc(NC(C)C)nc2ccsc12	1.7	17	-1	12	0.1	-3	-11	·	-4	1	·
3	O=C(Nc1ccc(S(=O)(=O)N2CCCC2)cc1)c1cncc(Br)c1	0.0	15	2	14	0.1	-4	-3	-2	-18	0	-14
4	Cn1nc(C(=O)NCc2ccccc2)c2ccccc2c1=O	-2.1	-12	-1	4	-0.2	-5	6	1	7	4	15
5	CCOc1ccc(Nc2nc(Cc3nnc(SCC(=O)NCc4ccco4)n3CC)cs2)cc1	-0.1	6	14	11	0.0	-5	2	-2	-32	7	19
6	CCOc1ccc(CN2CCN(Cc3c[nH]c4ccccc34)CC2)cc1	-0.5	7	2	1	0.2	-2	-6	-1	-4	35	-10
7	COc1ccc2nc(N3CCCCC3)c(/C=C3\SC(=S)NC3=O)cc2c1	-0.6	-17	2	37	0.0	-5	-3	-1	7	3	10
8	COc1ccc(-c2cc(-c3ccc(Br)cc3)nc3ncnn23)cc1OC	2.9	5	-3	13	0.3	-3	-2	7	16	-2	-9
9	CCOc1ccc(N2C(=O)CN(CC(=O)OC)C2=S)cc1	0.8	9	1	9	0.2	-5	5	0	3	1	-3
10	O=C(Nc1c2n(c(=S)n(-c3ccccc3)c1=O)CCCCC2)c1ccccc1	0.1	22	-3	15	0.1	3	-3	2	-14	2	-3

Ordered by molar mass (ascending): 9 of the compounds above
nr	Structure	hiPSC survival	HIF-2a block	PDI turbidity	Peg3 promoter	aDG glyco up	CaV13 ICDI inh	Vif imaging	NR2E3 ag-2	NR2E3 ag-1	Exocytosis inh	TRPM1 prom inh
4	Cn1nc(C(=O)NCc2ccccc2)c2ccccc2c1=O	-2.1	-12	-1	4	-0.2	-5	6	1	7	4	15
9	CCOc1ccc(N2C(=O)CN(CC(=O)OC)C2=S)cc1	0.8	9	1	9	0.2	-5	5	0	3	1	-3
2	CCc1ccccc1Oc1nc(NC(C)C)nc2ccsc12	1.7	17	-1	12	0.1	-3	-11	·	-4	1	·
1	CC(C)C(=O)Nc1cc(-c2nc3ncccc3o2)ccc1Cl	-0.8	-14	2	8	0.0	1	5	-1	4	3	-2
6	CCOc1ccc(CN2CCN(Cc3c[nH]c4ccccc34)CC2)cc1	-0.5	7	2	1	0.2	-2	-6	-1	-4	35	-10
7	COc1ccc2nc(N3CCCCC3)c(/C=C3\SC(=S)NC3=O)cc2c1	-0.6	-17	2	37	0.0	-5	-3	-1	7	3	10
10	O=C(Nc1c2n(c(=S)n(-c3ccccc3)c1=O)CCCCC2)c1ccccc1	0.1	22	-3	15	0.1	3	-3	2	-14	2	-3
3	O=C(Nc1ccc(S(=O)(=O)N2CCCC2)cc1)c1cncc(Br)c1	0.0	15	2	14	0.1	-4	-3	-2	-18	0	-14
8	COc1ccc(-c2cc(-c3ccc(Br)cc3)nc3ncnn23)cc1OC	2.9	5	-3	13	0.3	-3	-2	7	16	-2	-9

Carrying on.
nr	Structure	hiPSC survival	HIF-2a block	PDI turbidity	Peg3 promoter	aDG glyco up	CaV13 ICDI inh	Vif imaging	NR2E3 ag-2	NR2E3 ag-1	Exocytosis inh	TRPM1 prom inh
11	CN1CCC(Oc2ccccc2Sc2ccc(C(F)(F)F)cc2)CC1	-1.1	8	-3	0	0.0	-18	-9	0	-2	2	-15
12	Cc1ccc(S(=O)(=O)/N=C(/NC(=S)Nc2cccc(C)c2)c2ccccc2)cc1	-0.3	-180	15	-44	0.2	0	2	-1	-92	2	-1
13	CSc1ccc(CN2CCC(Oc3cccc(C(=O)N4CCCC4)c3)CC2)cc1	-0.2	20	1	17	0.4	-6	-8	-1	-24	22	1
14	O=C1c2ccccc2CCC1C(O)c1ccccn1 (configuration not stated)	0.1	-1	-10	-18	-0.2	-4	10	-1	0	-2	-2
15	NC(=O)N/N=C/C=C/c1ccc(F)cc1	-0.7	-19	2	-1	0.0	-5	-3	0	-32	2	-4
16	CC(C)NC(=O)OC1CC2CC1[C@H]1CCCCN1C2=O (some centres not stated)	0.3	0	·	·	0.1	-5	·	·	-16	2	·
17	O=C(CCCCC(=O)NCCCc1ccccc1)NCCCc1ccccc1	-1.0	13	13	14	0.0	?	-6	4	-14	32	6
18	COCCn1c(SCC(=O)N2CC(=O)Nc3ccccc32)nc2ccccc21	-2.3	16	-3	12	0.0	-19	-9	0	-5	6	3
19	CN1CCN(C(=O)/C=C/c2cccc(Cl)c2)CC1	0.1	-29	-7	-26	0.0	-6	25	4	-24	0	-2
20	C/C(=N/NC(=O)c1sc(NS(=O)(=O)c2ccccc2)nc1C)c1ccccc1	-1.6	12	-13	22	-0.1	-7	1	4	-24	7	6
21	CC(NC(=O)OC(C)(C)C)C(=O)Oc1ccc2ccc(=O)oc2c1 (configuration not stated)	-1.3	5	0	4	0.1	-1	3	1	-10	-2	6
22	FC(F)(F)c1ccc(Sc2n[nH]c(C(F)(F)F)n2)nc1	-0.4	10	-7	10	-0.2	-5	-8	2	9	4	-14
23	CCCOc1ccc(C(CC(=O)O)NC(=O)c2sc3ccccc3c2Cl)cc1 (configuration not stated)	0.5	9	20	-6	-0.7	-4	-1	6	7	-1	4
24	Nc1ccc2c(c1)OC1(CCCCC1)O2	-0.4	16	0	-11	-0.1	0	5	·	9	-4	2
25	CC(C)CC1(C)NC(=O)N(CC(=O)Nc2ccc3c(c2)CCC3)C1=O (configuration not stated)	2.8	7	9	4	0.2	6	4	0	2	-4	2
26	COc1ccc(-c2noc(Cc3ccc(Cl)cc3)n2)cc1OC	0.2	-79	2	6	-0.1	-7	-8	0	10	1	-19
27	CC(=O)Nc1c(Cl)c2c(c(Cl)c1Br)-c1ccc(Cl)cc1C2	-0.2	4	-8	12	0.7	-6	-6	·	-32	1	9
28	COC(=O)c1sc(=S)n(-c2cc(F)ccc2F)c1N	3.4	-16	13	-11	-0.2	-8	0	3	-8	0	-4
29	Cc1cccn2cc(CSc3nnc(Nc4ccc(C(C)C)cc4)s3)nc12	0.0	-76	3	-22	1.2	-7	-1	6	-27	0	4
30	Cc1cccc(NC(=O)C2(c3ccccc3)CC2(Cl)Cl)c1 (configuration not stated)	9.0	14	3	4	0.0	-5	-9	3	6	-2	2
31	CC1(C)C(=O)C2(CCCCC2)C(=O)OC1c1ccc(O)cc1 (configuration not stated)	0.5	10	9	6	-0.2	-8	·	0	38	1	-1
32	O=C(Nc1nnc(COc2ccc(F)cc2)s1)c1ccco1	-0.8	4	-1	4	0.0	-23	3	1	-29	-4	·
33	CC(=O)/C(C#N)=C1\NC(=O)C(Cc2ccc(C)c(Cl)c2)S1 (configuration not stated)	-0.3	-74	-7	-18	-0.1	-4	-1	-4	-26	-1	-11
34	CCOC(=O)c1sc(Nc2ccc(C)cc2C)nc1C	0.1	-42	-5	-84	0.0	-5	-14	3	-28	0	-10
35	Cc1ccc(CNC(=O)c2ccc(Cl)cc2[N+](=O)[O-])cc1	-1.2	-1	-11	-11	0.2	-4	7	1	1	7	5
36	CSc1nc(-c2ccco2)cc(C(F)(F)F)c1C#N	-0.1	6	0	5	4.1	-3	-2	4	-32	-1	-5
37	Cc1ccc(NC(=O)CCOc2ccccc2)c(C)c1	1.3	-142	-5	-36	0.1	·	-11	·	-2	1	·
38	CCOc1ccc(CN(C)C(=O)c2cccnc2SC)cc1OC	0.7	7	6	4	0.2	7	-5	4	3	-1	5
39	CN(C)S(=O)(=O)c1ccc(S(=O)(=O)N(Cc2ccco2)Cc2ccccc2Cl)cc1	-0.6	-5	6	23	0.3	·	-5	-1	-19	1	1
40	CC1=Nc2ccc(C)cc2/C1=C/c1c(N)n2c(S(=O)(=O)C(C)C)nsc2nc1=O	0.6	8	6	9	-0.3	-13	-4	·	4	-1	3
41	Cc1cc(C(=O)COC(=O)CNC(=O)c2ccco2)c(C)n1Cc1ccco1	-1.3	7	-5	-1	0.3	-4	7	1	-19	-1	-4
42	COc1ccc(C(C)(O)c2nc(-c3ccc(OC)nc3)cs2)cc1 (configuration not stated)	0.1	4	0	-5	-0.1	-10	12	·	7	6	·
43	Cc1cccn2c(=O)c3cc(C(=O)NCCN4CCOCC4)c(=N)n(Cc4ccc(F)cc4)c3nc12	-0.4	23	16	46	-0.4	102*	-24	-1	27	3	15
44	O=C(Nc1ccccc1C(F)(F)F)N1CCCC1c1cccnc1 (configuration not stated)	-0.1	16	0	15	-0.1	1	4	0	22	-4	13
45	O=C(N/N=C/c1ccco1)C1CC1	-1.2	5	0	9	0.1	-2	1	-2	-5	-11	4
46	O=C(c1cccc(F)c1)N1CCN(c2cccc(Cl)c2)CC1	-0.1	11	3	19	0.3	-6	2	3	-15	-1	17
